# Screening results from PubChem.
# Smad3 inh = Smad3/FoxH1 peptide binding inhibitors, primary screen, biochemical, TR-FRET; TR-FRET Smad3/Dy647-FoxH1 peptide binding, europium anti-His; inhibition, % at 25 µM; 88,000 compounds, 0.29% hits;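 active = compounds that reduce the energy-transfer binding signal between the protein and its labelled peptide by more than half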;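 also: 0% = Smad3 plus labelled peptide maximal FRET and 100% = peptide-only background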
# Target sequence (P84022 whole entry, looked up): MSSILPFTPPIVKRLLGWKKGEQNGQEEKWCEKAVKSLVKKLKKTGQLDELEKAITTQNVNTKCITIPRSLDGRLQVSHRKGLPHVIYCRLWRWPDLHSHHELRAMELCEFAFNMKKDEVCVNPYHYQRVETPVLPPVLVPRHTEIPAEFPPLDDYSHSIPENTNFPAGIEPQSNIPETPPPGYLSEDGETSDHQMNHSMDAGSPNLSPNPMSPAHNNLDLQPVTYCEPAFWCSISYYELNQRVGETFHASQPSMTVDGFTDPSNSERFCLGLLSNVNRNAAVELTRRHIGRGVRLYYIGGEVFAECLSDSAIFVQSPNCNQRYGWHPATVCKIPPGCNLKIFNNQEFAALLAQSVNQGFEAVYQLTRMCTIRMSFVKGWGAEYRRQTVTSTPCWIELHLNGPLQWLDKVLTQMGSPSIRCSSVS
# Calb biofilm kill = clotrimazole potentiators killing Candida biofilms, primary screen, with clotrimazole, Alamar Blue; C. albicans biofilm + clotrimazole; inhibition, % at 6 µM; 85,000 compounds, 0.14% hits; AID 834, 2007;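 active = inhibition above 20%; inactive = inhibition below 20%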;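 also: preformed 24 hr biofilms exposed to compound for 48 hr; 0% = biofilm without compound and 100% = blank killed by clotrimazole plus chlorhexidine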
# MT1-MMP txn act = MT1-MMP promoter reporter activation – cell-based, luciferase luminescence, primary screen. HT1080 MT1-MMP promoter luciferase reporter, overnight; hits give high values. activation factor at 10 µM. 86,000 compounds, 0.16% hits. AID 750, 2007;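 active = activation factor of at least 2 for MT1-MMP transcription at 10 µM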
# Starred values were filed as active, the others as inactive; [ ] = another dose, or the depositor's remark. An excerpt. The share of hits here may be higher or lower than overall.
1: Cc1c(C(=O)NCc2ccoc2)oc2ccc3c(c12)C(=O)CC(C)(C)O3
2: COc1ccccc1NC(=O)CN1CCN(CC(=O)Nc2ccccc2F)CC1
3: CCOC(=O)c1cnc2nc[nH]n2c1=O
4: COc1cccc(Oc2c(C)oc3c(CN4CCOCC4)c(O)ccc3c2=O)c1
5: Cc1cc(C)n(-c2nc3c(c(=O)n(C)c(=O)n3C)n2Cc2cccc(Br)c2)n1
6: O=C(CCc1nc2ccccc2[nH]1)N1CCN(C(=O)c2ccco2)CC1
Screen / compound no.	1	2	3	4	5	6
Smad3 inh	12	4[fluorescence artefact?]	-13	5	2	2
MT1-MMP txn act	1.8	1	1	1.1	1	1.1
Calb biofilm kill	2	8	2	5	8	6

7: CC1(C)CN=C(N2CCN(C3=NCC(C)(C)S3)CC2)S1
8: c1csc(-c2nn3c(-c4ccncc4)nnc3s2)c1
9: CC1CCc2c(sc3nc(C4CC4)nc(SCC(=O)NCc4ccco4)c23)C1 (centres undefined)
10: CCc1cc2c(=O)c(-c3cscn3)coc2cc1O
11: CC1(C)CC(=O)C(C(=O)CCCCC(=O)C2C(=O)CC(C)(C)CC2=O)C(=O)C1
12: CCOc1cc2[nH]c(=S)n(CCCN3CCN(C)CC3)c(=O)c2cc1OCC
Screen / compound no.	7	8	9	10	11	12
Smad3 inh	-20	-13	-16	-10	-1	-10
MT1-MMP txn act	1.2	1	1.4	1.8	1.1	1
Calb biofilm kill	-7	-5	-2	3	5	1

13: CCN(c1cccc(C)c1)S(=O)(=O)c1cccc2nsnc12
14: Cn1nnnc1Sc1nc(-c2cccnc2)nc2ccccc12
15: CCCCn1c(-c2nonc2NC(=O)c2ccccc2Cl)nc2ccccc21
16: Cc1ccc(Cn2c(=O)c3ccccc3n3c(SCC(=O)N4CCCCC4C)nnc23)cc1 (centres undefined)
17: COc1cccc(C2/C(=C(/O)c3ccncc3)C(=O)C(=O)N2CCCN(C)C)c1 (centres undefined)
18: Cn1cnc2c(sc3nc(N4CCOCC4)c4c(c32)CC(C)(C)OC4)c1=O
Screen / compound no.	13	14	15	16	17	18
Smad3 inh	-13	6	0	12	1	-15
MT1-MMP txn act	1.1	1.1	1.3	1.2	1.1	0.9
Calb biofilm kill	1	7	9	3	3	12

19: Cn1c(=O)c(C(=O)Nc2cnccn2)c(O)c2ccccc21
20: C=CCn1c(=O)c(C(=O)Nc2nnc(C)s2)c(O)c2ccccc21
21: Cc1cc(C)c(S(=O)(=O)Nc2cccc3nsnc23)c(C)c1
22: COc1cc(C2c3c(oc4ccc(C)cc4c3=O)C(=O)N2c2cc(C)ccn2)cc(OC)c1OC (centres undefined)
23: CN(C)CCN(C)Cc1ccc2c(c1)Cc1ccccc1-2
24: Cc1ccc2nc3c(cc(C(=O)NCc4cccnc4)c(=N)n3C(C)C)c(=O)n2c1
Screen / compound no.	19	20	21	22	23	24
Smad3 inh	21[fluorescence artefact?]	36[fluorescence artefact?]	5	12[fluorescence artefact?]	-6	15[fluorescence artefact?]
MT1-MMP txn act	1.6	1.1	0.9	1.1	1.1	1
Calb biofilm kill	3	12	3	3	9	2

25: C=CCOC(=O)C(C#N)c1nc2ccccc2nc1N1CCN(c2ccccc2OCC)CC1 (centres undefined)
26: CCOC(=O)C1=C(C)Nc2nc(C)nn2C1c1ccc(C)cc1 (centres undefined)
27: COc1cccc(-c2nc(N3CCN(Cc4ccccc4)CC3)c3ccccc3n2)c1O
28: Cc1nc2c3c(-c4ccccc4)c(-c4ccccc4)oc3ncn2n1
29: Cc1ccn2cc(-c3ccc(S(=O)(=O)N4CCOCC4)cc3)nc2c1
30: CN(Cc1ccccc1)c1nnc(N)s1
Screen / compound no.	25	26	27	28	29	30
Smad3 inh	-2	5	-6	6	-1	0
MT1-MMP txn act	1.2	1.1	1.3	1.1	1.3	1.1
Calb biofilm kill	5	4	5	6	6	7

31: CCOC(=O)N1CCC(NC(=O)CSc2cc(=O)n(C)c3ccc(Cl)cc23)CC1
32: COc1ccccc1N1CCN(C(=O)c2oc3ccccc3c2C)CC1
33: Cc1nc(NC2=NCN(Cc3cccnc3)CN2)nc2ccccc12
34: CCN1CCCC1CNC(=O)c1nn(-c2ccc(C)cc2)c(=O)c2c1c1ccccc1n2C (centres undefined)
35: O=C(c1cc2ccccc2oc1=O)N1CCCN(C(=O)c2cc3ccccc3oc2=O)CC1
36: CCOC(=O)c1ccc(N=CC2=C(O)CC(c3ccco3)CC2=O)cc1 (centres undefined)
Screen / compound no.	31	32	33	34	35	36
Smad3 inh	36[fluorescence artefact?]	-8	-10	-2	-3	10
MT1-MMP txn act	1.2	1.3	0.8	1.4	1.2	1
Calb biofilm kill	10	4	-6	4	-1	7

37: CCCN1Cc2cccc(C(=O)Nc3ccc4c(c3)OCO4)c2C1=O
38: COc1ccc(-c2nnc3sc(-c4ccc(Br)o4)nn23)cc1OC
39: Cc1cccn2c(=O)c3cc(C(=O)NC(C)c4ccccc4)c(=N)n(CCCn4ccnc4)c3nc12 (centres undefined)
40: CCC(=O)N1CCc2cc(Br)cc(S(=O)(=O)N3CCN(c4ccccn4)CC3)c21
41: CCOc1ccc(NC(=O)C2CCCN(S(=O)(=O)c3c(C)n[nH]c3C)C2)cc1 (centres undefined)
42: COc1ccc(-c2nnc3n2N=C(c2ccccc2)CS3)cc1OC
Screen / compound no.	37	38	39	40	41	42
Smad3 inh	9[fluorescence artefact?]	-71	13	4	11	-5
MT1-MMP txn act	1	1.1	1	1.1	1.1	1.1
Calb biofilm kill	7	3	7	6	8	7

43: Cn1c(=O)c2c(nc(N3CCCCCC3)n2Cc2cccc3ccccc23)n(C)c1=O
44: CCCOc1ccc2oc(=O)c3c(c2c1)CCCN3C(=O)CN1CCN(C(=O)c2ccco2)CC1
45: CCn1c(SCC(=O)Nc2nc3c(s2)CCCC3)nc2c1c(=O)n(C)c(=O)n2C
46: Cc1ccc(-c2nn(-c3ccccc3)c3[nH]c(=O)c(CNCCN(C)C)cc23)cc1
47: [O-][n+]1c2ccc3nonc3c2nn1-c1ccccc1Cl
48: CC(=O)c1sc(-c2c(C)nc3sccn23)nc1C1CCCC1
Screen / compound no.	43	44	45	46	47	48
Smad3 inh	-9	4	6[fluorescence artefact?]	17[fluorescence artefact?]	5	-3
MT1-MMP txn act	1.2	1	1.1	1	1	1
Calb biofilm kill	1	0	11	-1	9	4

# 5 compounds out of the list, sorted by SMILES length, highest first:
44: CCCOc1ccc2oc(=O)c3c(c2c1)CCCN3C(=O)CN1CCN(C(=O)c2ccco2)CC1
35: O=C(c1cc2ccccc2oc1=O)N1CCCN(C(=O)c2cc3ccccc3oc2=O)CC1
37: CCCN1Cc2cccc(C(=O)Nc3ccc4c(c3)OCO4)c2C1=O
23: CN(C)CCN(C)Cc1ccc2c(c1)Cc1ccccc1-2
3: CCOC(=O)c1cnc2nc[nH]n2c1=O
Screen / compound no.	44	35	37	23	3
Smad3 inh	4	-3	9[fluorescence artefact?]	-6	-13
MT1-MMP txn act	1	1.2	1	1.1	1
Calb biofilm kill	0	-1	7	9	2

# (continued)
49: C=CCOc1ccc(/C(O)=C2\C(=O)C(=O)N(CCCOC)C2c2ccncc2)cc1 (centres undefined)
50: CN(C)CCCN1C(=O)C(=O)/C(=C(/O)c2ccc(S(=O)(=O)N(C)C)cc2)C1c1ccncc1 (centres undefined)
51: CCn1ncc(C2=NOC(C(=O)NCc3ccc(Cl)cc3)C2)c1C (centres undefined)
52: C/C(=N\O)C(=O)NCCCn1ccnc1
53: Cc1cc(/C=N/n2cnnc2)c(C)n1-c1ccc2ncccc2c1
54: O=C(c1ccc2nc(N3CCOCC3)sc2c1)N1CCC2(CC1)OCCO2
Screen / compound no.	49	50	51	52	53	54
Smad3 inh	-14	8	-9	4[fluorescence artefact?]	-10	0
MT1-MMP txn act	1.1	1.1	0.5	1.1	1.1	1.4
Calb biofilm kill	-1	5	2	4	-1	0

55: CCN1CCN(C(c2cccc(OC)c2)c2sc3nc(C)nn3c2O)CC1 (centres undefined)
56: NNC(=O)c1ccncc1
57: Cc1ccccc1NC(=O)c1c(O)c2cccc3c2n(c1=O)CCC3
58: CCOC(=O)c1c(NC(=O)c2cc(C3CC3)on2)sc2c1CCCC2
59: CCCn1c(=O)c(C(=O)Nc2c(C)n(C)n(-c3ccccc3)c2=O)c(O)c2ccccc21
60: Cc1ccc(-c2c3c(=O)n(C)c(=O)n(C)c3c3c(C)cc(C)nn23)cc1
Screen / compound no.	55	56	57	58	59	60
Smad3 inh	0	6	5	-12	13	0
MT1-MMP txn act	1.2	1.1	1.1	1.1	1.2	1
Calb biofilm kill	5	8	7	2	7	3

61: CCCn1c(=NC(=O)c2ccc3c(c2)OCO3)c(C#N)cc2c(=O)n3cccc(C)c3nc21
62: CC(C)n1c(SCC(=O)N2CCCc3ccccc32)nc2c1c(=O)n(C)c(=O)n2C
63: Cc1ccc2c(c1)N(CCCC(=O)NCCCN1CCCC1=O)C(=O)CO2
64: CC12CN3CC(C)(CN(C1)C31C(=O)N(Cc3ccccc3)c3ccccc31)C2=O (centres undefined)
65: COCC(=O)Nc1cc(C)c2c(=O)oc3ccccc3c2n1
66: OCCN(CCO)c1nc(N2CCCCC2)c2nc(N(CCO)CCO)nc(N3CCCCC3)c2n1
Screen / compound no.	61	62	63	64	65	66
Smad3 inh	1	2	0	-7	-5	9
MT1-MMP txn act	1.2	1	1.1	1.1	1.1	1.1
Calb biofilm kill	4	2	10	10	13	16

67: CC(C)Cn1c(N)c(C(=O)CSc2nnnn2-c2ccc(Cl)cc2)c(=O)n(C)c1=O
68: Cc1sc2c(c1C)CN(Cc1ccco1)CN2C(=O)c1ccccc1
69: O=C(c1ccc(C(=O)N2CCN(c3ccccc3F)CC2)nc1)N1CCN(c2ccccc2F)CC1
70: c1ccc(N(c2ccccc2)c2nc(N3CCOCC3)nc(N3CCOCC3)n2)cc1
71: Cc1ccnc(SCCn2c(Br)nc3c2c(=O)n(C)c(=O)n3C)n1
72: O=C(CSc1nc2c(c(=O)n1-c1ccc(Cl)cc1)SCC2)NCC1CCCO1 (centres undefined)
Screen / compound no.	67	68	69	70	71	72
Smad3 inh	4	5	7	3	10[fluorescence artefact?]	0
MT1-MMP txn act	1	2.1*	1	1.1	1.1	1.1
Calb biofilm kill	4	2	6	7	10	7

# Reprinted at random: 3 records from the list.
9: CC1CCc2c(sc3nc(C4CC4)nc(SCC(=O)NCc4ccco4)c23)C1 (centres undefined)
44: CCCOc1ccc2oc(=O)c3c(c2c1)CCCN3C(=O)CN1CCN(C(=O)c2ccco2)CC1
28: Cc1nc2c3c(-c4ccccc4)c(-c4ccccc4)oc3ncn2n1
Screen / compound no.	9	44	28
Smad3 inh	-16	4	6
MT1-MMP txn act	1.4	1	1.1
Calb biofilm kill	-2	0	6

# The results go on.
73: Clc1ccc(-c2nn3c(-c4ccncc4)nnc3s2)c(Cl)c1
74: Clc1ccc2nc(NC3=NCN(CCN4CCOCC4)CN3)nc(-c3ccccc3)c2c1
75: CCn1c(=O)cc(SCC(=O)Nc2ccccc2N2CCN(C)CC2)c2ccccc21
76: O=C(Oc1ccc(OC(=O)c2ccncc2)cc1)c1ccncc1
77: CCOc1ccc2nc(NC3=NCN(Cc4ccco4)CN3)nc(C)c2c1
78: COc1ccc(/C(O)=C2\C(=O)C(=O)N(CCN(C)C)C2c2cccc(OC)c2OC)cc1 (centres undefined)
Screen / compound no.	73	74	75	76	77	78
Smad3 inh	-8	2	3	-14	-7	-19
MT1-MMP txn act	1.1	1	1.1	1.2	0.9	1
Calb biofilm kill	0	7	-2	11	5	2

79: Cc1ccc(Cn2c(SCC(=O)Nc3cccc(C)n3)nc3c2c(=O)n(C)c(=O)n3C)cc1
80: COc1cc(-c2nc(-c3ccc(-c4ccccc4)nc3OC)no2)cc(OC)c1OC
81: Cc1ccc(S(=O)(=O)c2cc3c(=O)n4cccc(C)c4nc3n(Cc3ccco3)c2=N)cc1C
82: O=C(C1=C(O)C(=O)N(CCCN2CCOCC2)C1c1ccccn1)c1cccs1 (centres undefined)
83: CC1CCc2c(sc3ncnc(SCC(=O)N4CCN(C(=O)c5ccco5)CC4)c23)C1 (centres undefined)
84: Cc1cc(Nc2ccccc2Br)n2nc(C)nc2n1
Screen / compound no.	79	80	81	82	83	84
Smad3 inh	24[fluorescence artefact?]	17	2	-4	-2	5
MT1-MMP txn act	0.9	1.2	1.1	1.2	1.1	1.1
Calb biofilm kill	7	4	-5	11	-7	11

85: COC(=O)c1ccccc1NC(=O)c1cc(-c2cccc(OC)c2)on1
86: Cc1ccc2nc(NC3=NCN(C4CCCCC4)CN3)nc(C)c2c1
87: CCCc1cc(=O)oc2cc(C)c(CN3CCCC3)c(O)c12
88: Cc1cc2nc(NC3=NCN(CCN4CCOCC4)CN3)nc(C)c2cc1C
89: CC(C)OC(=O)c1nnc(Cc2ccc(Cl)cc2)o1
90: Cc1ccc2nc(NC3=NCN(Cc4ccco4)CN3)nc(C)c2c1
91: CCOC(=O)c1sc(NC(=O)CSc2n[nH]c(-c3ccccc3)n2)c(C#N)c1C
92: CN(C)CCCN1C(=O)C(=O)/C(=C(/O)c2ccc(OCc3ccccc3)cc2)C1c1cccnc1 (centres undefined)
Screen / compound no.	85	86	87	88	89	90	91	92
Smad3 inh	10	-1	0	0	-9	-8	-6	0
MT1-MMP txn act	1	1.1	1	0.8	1	0.7	1.1	1.2
Calb biofilm kill	-3	2	5	4	-4	9	-1	4
